# Screening data: PubChem, several laboratories
# TDP2 inh – TDP2 (human) inhibition, absorbance primary screen. 370,000 compounds, 0.34% hits. inhibition, % at 12.8 µM. O95551. recombinant TDP2, T5PNP hydrolysis, p-nitrophenol absorbance 415 nm;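 active = inhibition above the mean of all tested compounds plus 3 SD, set per campaign, cut at about 25% in these data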;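 note: 0% = DMSO with enzyme and 100% = buffer with substrate but no TDP2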
#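 System: recombinant human TDP2 / Amount: 120 nM TDP2 per well / Also added: 5 mM T5PNP chromogenic substrate / Doses: 12.8 µM single point, 1% DMSO / Incubation: 2 h at 37 °C / Detection: p-Nitrophenol epi absorbance / Evaluation: % inhibition relative to enzyme-containing and enzyme-free wells / Repeats: singlicate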
# TCR CD3 inh – blocks the human TCR-CD3 interaction | inhibition, % at 9.4 µM | 360,000 compounds, 0.37% hits | TAMRA-labeled TCR probe fluorescence, biochemical; in the data active = inhibition above about 19%;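 note: recombinant mutant TCR 2C K166C tagged with TAMRA read by polarization; 0% = receptor in buffer alone and 100% = receptor with positive control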
# LEDGF integ inh – blocks HIV-1 LEDGF/p75-dependent DNA integration; 370,000 compounds, 0.64% hits; inhibition, % at 3.7 µM; TR-FRET IN-LEDGF/p75 DNA integration, Eu/Cy5; AID 743269;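 active = inhibition above the screen-wide mean plus 3 SD, cut at about 13% in these data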;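 note: signal is the Cy5 over europium emission ratio at 671 and 618 nm; 0% = plate median of compound wells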
# SIAE inh – blocks human sialic acid acetylesterase; SIAE FP-Rh probe binding, fluorescence polarization; inhibition, % at 9.66 µM; 370,000 compounds, 0.69% hits;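 active = inhibition above a cutoff: mean of compounds within the control limits plus 3 SD of those, cut at about 17% in these data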;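 note: 0% = plate median of compound wells and 100% = probe without SIAE protein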
# HTRA1 inhibitor – inhibitors of human serine peptidase HTRA1; Q92743; recombinant HTRA1, FP-rhodamine activity-based probe, fluorescence polarization; inhibition, % at 5.96 µM; 340,000 compounds, 0.5% hits; in the data active = inhibition above about 36%;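 note: 0% = enzyme with DMSO and 100% = wells lacking enzyme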
# Target sequence (Q92743 whole entry, looked up): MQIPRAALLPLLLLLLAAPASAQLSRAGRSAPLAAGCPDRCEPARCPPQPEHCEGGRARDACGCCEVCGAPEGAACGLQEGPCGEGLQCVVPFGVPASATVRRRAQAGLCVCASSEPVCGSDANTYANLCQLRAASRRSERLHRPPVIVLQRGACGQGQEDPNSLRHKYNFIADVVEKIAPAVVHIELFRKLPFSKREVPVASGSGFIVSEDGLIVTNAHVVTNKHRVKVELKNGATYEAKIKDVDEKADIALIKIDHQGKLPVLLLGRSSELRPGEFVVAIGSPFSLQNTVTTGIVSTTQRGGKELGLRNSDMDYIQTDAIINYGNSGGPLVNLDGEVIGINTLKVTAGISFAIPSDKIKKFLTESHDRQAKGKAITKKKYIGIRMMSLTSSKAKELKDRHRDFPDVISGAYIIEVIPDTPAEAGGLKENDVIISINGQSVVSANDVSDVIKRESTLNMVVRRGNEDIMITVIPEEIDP
# GC-B act – GC-B (human) receptor activation | P20594 | HEK293-GC-B cells, CNP EC30, cGMP TR-FRET; 0% at EC30 CNP, 100% saturating CNP | activation, % at 10 µM | 370,000 compounds, 0.11% hits;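 active = activation at 10 µM reaching about 35% in either raw or pattern-adjusted values, limit read from the data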
# ABHD4 inh – ABHD4 (mouse) inhibition, primary FP screen | Q8VD66 | purified mABHD4, FP-Rh probe fluorescence polarization | inhibition, % at 8.92 µM | 370,000 compounds, 0.54% hits;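 active = inhibition exceeding the mean over every tested compound plus 3 SD, cut at about 30% in these data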;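 note: 0% = plate median of compound wells and 100% = S159A mutant with DMSO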
#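 Test system: mABHD4 protein; Read-out basis: % inhibition; Incubation: 45 min + 60 min at 25 °C; Repeats: single replicate; Technique: fluorescence polarization with parallel and perpendicular emission, 525/598 nm; Compound: 8.92 µM, single dose; Benchmarks: full inhibition S159A mutant plus DMSO, zero as sample-well median.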
# rCAG binder – r(CAG) repeat RNA binding; TO-PRO-1 dye displacement fluorescence; inhibition, % at 3 µM; 370,000 compounds, 1.3% hits; AID 651821;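 active = inhibition above the plate cutoff, the mean of all test compounds on that plate plus 3 SD, cut at about 35% in these data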;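 note: 0% = DMSO alone and 100% = 100 µM mitoxantrone as full dye displacement; higher means more dye released from RNA so lower well fluorescence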
# PRMT1 FP inh – PRMT1 (human) inhibition, primary screen | Q99873 | recombinant PRMT1, activity-based probe fluorescence polarization | inhibition, % at 2.79 µM | 370,000 compounds, 1.3% hits | AID 652257;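 active = inhibition above about 21% made by adding two undisclosed values, limit read from the data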
# Target sequence (Q99873 whole entry, looked up): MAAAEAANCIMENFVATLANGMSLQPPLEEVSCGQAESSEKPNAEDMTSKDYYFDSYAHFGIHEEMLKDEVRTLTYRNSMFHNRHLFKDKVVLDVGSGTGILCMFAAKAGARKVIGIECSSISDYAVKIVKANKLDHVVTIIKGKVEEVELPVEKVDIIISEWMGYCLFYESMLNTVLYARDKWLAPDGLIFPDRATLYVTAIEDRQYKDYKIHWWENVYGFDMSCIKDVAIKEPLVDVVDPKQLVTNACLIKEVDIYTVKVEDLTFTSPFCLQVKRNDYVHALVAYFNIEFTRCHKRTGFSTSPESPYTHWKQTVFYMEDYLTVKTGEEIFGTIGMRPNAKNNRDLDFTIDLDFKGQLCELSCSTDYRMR
# MBD2 inh – blocks human MBD2 binding to methylated DNA | Q9UBB5 | TR-FRET, MBD2 binding to methylated oligonucleotide | inhibition, % at 4.4 µM | 370,000 compounds, 0.31% hits; in the data active = inhibition above about 13%
# * hit, by the source's call; x = not tested or not shown. An excerpt (hit frequency here may not be typical).
SMILES,TDP2 inh,TCR CD3 inh,LEDGF integ inh,SIAE inh,HTRA1 inhibitor,GC-B act,ABHD4 inh,rCAG binder,PRMT1 FP inh,MBD2 inh
Cc1ccc(/C=N/NC(=O)c2cccs2)o1,0,-2,2,2,3,0,7,3,0,-1
N=c1c2c(n(Cc3cccc(Cl)c3)c3c1CCC3)CCCC2,-2,0,-2,-2,2,x,1,10,-2,-4
O=C(O)CCCn1cc(NC(=O)c2c(F)cccc2F)cn1,-2,-4,-4,-3,5,-1,2,-2,3,9
CCOC(=O)CN(C(=O)CSc1nnc(CNc2ccc(F)cc2)n1C)c1ccccc1,4,-13,-1,4,3,-2,2,-10,1,4
Cc1ccc(C(=O)N2C(=O)c3cccc(N)c3C2=O)o1,-13,4,-1,4,1,-2,-5,-3,-1,0
O=c1[nH]c(CN2CCN(Cc3ccccc3)CC2)nc2scc(-c3ccccc3)c12,-3,7,3,-10,-18,-5,6,0,-1,0
Cc1c(NC(=O)COC(=O)c2c3c(nc4ccccc24)CCCC3)c(=O)n(-c2ccccc2)n1C,6,3,-1,0,10,1,-4,-5,3,2
CON/C=C(\C=Nc1ccc(Cl)cc1)c1ncc(C(F)(F)F)cc1Cl,8,5,3,7,-2,-3,5,1,-1,-7
O=C1OC(N2CCN(C/C=C/c3ccccc3)CC2)c2ccccc21 (stereo unspecified),5,1,0,-3,4,-1,10,0,-2,4
Cc1ccc(C)c(NC(=O)CSc2nnc(Cc3cccn3C)n2-c2ccc(F)cc2)c1,-5,2,1,-2,-7,7,-6,3,8,7
CC(=O)N1CCc2cc(Br)cc(S(=O)(=O)CCC(=O)N3CCN(c4ccccn4)CC3)c21,-10,-1,2,-4,1,-1,-1,-1,2,1
CCCCn1c(=O)[nH]c(=O)c2c1nc(-c1ccc(-c3ccccc3)cc1)n2C,12,5,-1,3,-2,-5,3,2,1,-6
Cc1ccc(S(=O)(=O)Nc2ccc(Cl)cc2O)cc1,-6,-1,2,-14,x,-2,-12,12,12,0
NC(=O)c1cc([N+](=O)[O-])ccc1NCc1cccc2ccccc12,7,6,-1,-3,-12,4,-11,10,4,-5
O=C(c1cnc(Cc2c[nH]c3ccccc23)c(I)c1)N1CCCCC1,6,5,-1,4,x,-4,8,4,-1,2
Cc1csc(NC(CO)c2nc3ccccc3n2CCOCCO)n1 (stereo unspecified),1,6,3,2,1,4,5,6,0,-3
COc1cc(/C=C(\C#N)c2nc3ccccc3[nH]2)c([N+](=O)[O-])cc1OCc1ccccc1,-3,5,4,-65,-29,7,15,12,7,1
Cc1nc(NS(=O)(=O)c2ccccc2)sc1C(=O)N/N=C/c1ccccc1,9,0,-1,-4,0,-3,12,69*,0,4
O=C(Oc1cccc2c(O)cccc12)c1ccco1,-1,3,7,18*,24,-4,24,17,7,-9
O=C(Cn1cnc2ccccc2c1=O)Nc1nnc(C2CC2)s1,9,8,-3,-2,6,5,-1,6,1,5
CC(C)CC(NS(=O)(=O)c1ccc2c(c1)oc(=O)n2C)C(=O)NC1CCCc2ccccc21 (stereo unspecified),1,-3,2,7,-2,-4,-3,2,0,8
COC(=O)C1CN(Cc2cn(Cc3ccc(Cl)cc3)nn2)CCS(=O)(=O)N1Cc1ccccc1 (stereo unspecified),2,x,1,1,x,-3,4,3,1,8
CCC12CSc3nc(Cl)ccc3N1C(=O)C(=O)N2C (stereo unspecified),15,-1,2,10,x,9,1,3,1,-3
COc1cc(CN2CC(=O)N(c3ccc(C)c(C)c3)C2=S)cc(OC)c1OC,4,-2,0,-13,-2,9,1,-2,0,2
O=C(c1ccccc1F)N(Cc1ccccc1)Cc1ccccc1,-12,-2,3,-9,-12,-12,-11,0,6,4

# Next compounds follow:
SMILES,TDP2 inh,TCR CD3 inh,LEDGF integ inh,SIAE inh,HTRA1 inhibitor,GC-B act,ABHD4 inh,rCAG binder,PRMT1 FP inh,MBD2 inh
Cc1ccc(C(=O)Nc2ccon2)cc1S(=O)(=O)N1CCCCCC1,9,-5,-3,-1,-3,-6,-3,-3,-1,-1
Cc1ccc(/C(N)=N/OC(=O)C(C)c2ccc([N+](=O)[O-])cc2)cc1 (stereo unspecified),0,17,-2,2,-14,1,5,0,-1,4
CNc1snc(C)c1C(=O)OCC(=O)c1cc(F)ccc1OC,-5,6,0,7,-6,-1,-2,6,1,0
COc1ccc(CCNC(=O)c2cc(C3CC3)nc3c2cnn3C(C)C)cc1OC,3,-9,-4,-1,-3,1,6,-1,2,3
CCOCCn1c(CN(Cc2ccccc2)Cc2ccccc2)nc2c1c(=O)n(C)c(=O)n2C,-2,5,2,-7,-14,-17,11,0,-2,3
CN(CC(=O)N1CCCC1)S(=O)(=O)c1ccc2ccccc2c1,-2,2,1,8,0,1,1,0,-2,-4
Cc1sc(NC(=O)c2cc(-c3ccccc3)nc3ccccc23)c(C(N)=O)c1C,-9,5,1,-14,-40,-3,-15,13,1,-4
CS(=O)(=O)Oc1ccc(/C=C2\C(=N)N3N=C(CC(=O)N4CCOCC4)SC3=NC2=O)cc1Cl,2,-2,-2,-5,5,1,8,9,2,1
CN1C(=O)C(C)(C)c2cc(S(=O)(=O)NCCc3ccc(Cl)cc3)ccc21,3,-7,-5,0,-10,0,-3,1,2,1
OC(COc1ccc2c(c1)OCO2)CN1CCN(c2ccc(F)cc2)CC1 (stereo unspecified),2,1,0,3,-2,2,6,-3,-3,-2
O=C(c1nc2ncccn2n1)N1CCc2ccccc2C1,-2,-1,0,-3,3,2,1,1,2,2
CC(C)C(=O)Nc1cc2c3c(c1)CCC(=O)N3CCC2,-9,-3,2,2,0,7,4,2,-1,-2
O=C(CCC(=O)Nc1ccccc1Cl)NNC(=O)C1CCCCC1,-10,-3,4,-3,0,5,-3,1,-2,4
COc1ccnc2c1c(=O)n(Cc1ccc(Cl)cc1)c(=O)n2C,-4,3,-1,-3,-5,24,2,2,-1,-2
C#CCNC(=O)C[C@@H]1C[C@@]2(C(=O)OC)CCCCC=C2N(CCCCCCCC)C1=O,-5,4,-2,-3,x,2,-8,-1,-1,0
CC1(C(=O)NS(=O)(=O)c2cccc(F)c2)CCN1C(=O)C/C=C/c1ccccc1 (stereo unspecified),1,-7,-5,2,x,9,-6,9,5,0
Cc1ccc(NC(=O)C(Cc2ccccc2)N2C(=O)C3C4CCC(C4)C3C2=O)cc1Cl (stereo unspecified),20,-5,-4,1,-11,4,-3,3,-2,4
CCn1cc(S(=O)(=O)CC(=O)NC2CCCCC2)c2ccccc21,-3,1,2,-14,4,1,4,-7,-2,-3
Cc1cc(C)c(-c2cc(C(=O)Nc3cc(C)ccc3C)[nH]n2)c(O)c1,15,-9,-6,-7,-6,1,10,5,1,8
COC1=C(Nc2ccccc2)C(=O)C(OC)=C(Nc2ccccc2)C1=O,-13,2,-1,8,0,-6,-5,1,-5,-8
COc1cc(C)c(CN2CCN(c3ncccn3)CC2)cc1C,2,2,5,11,x,1,12,-9,-1,1
COC(=O)c1cc(-c2cccc(C(F)(F)F)c2)c(=O)n2c1CCC2,-7,x,2,-3,x,-2,-6,0,3,-2
O=C(CCl)Nc1cc(SCC(O)CO)cc([N+](=O)[O-])c1 (stereo unspecified),8,-1,2,-3,0,3,3,3,3,-3
Cc1cc(C)nc(NC(=O)c2c(C(=O)O)noc2C)n1,2,0,1,-3,12,-2,5,2,0,1
COc1ccc(Oc2nc3c(C)cccn3c(=O)c2/C=C(\C#N)C(N)=O)cc1,1,4,2,4,5,-1,-8,-4,-2,1

# Continued; the last five above are carried over.
SMILES,TDP2 inh,TCR CD3 inh,LEDGF integ inh,SIAE inh,HTRA1 inhibitor,GC-B act,ABHD4 inh,rCAG binder,PRMT1 FP inh,MBD2 inh
COc1cc(C)c(CN2CCN(c3ncccn3)CC2)cc1C,2,2,5,11,x,1,12,-9,-1,1
COC(=O)c1cc(-c2cccc(C(F)(F)F)c2)c(=O)n2c1CCC2,-7,x,2,-3,x,-2,-6,0,3,-2
O=C(CCl)Nc1cc(SCC(O)CO)cc([N+](=O)[O-])c1 (stereo unspecified),8,-1,2,-3,0,3,3,3,3,-3
Cc1cc(C)nc(NC(=O)c2c(C(=O)O)noc2C)n1,2,0,1,-3,12,-2,5,2,0,1
COc1ccc(Oc2nc3c(C)cccn3c(=O)c2/C=C(\C#N)C(N)=O)cc1,1,4,2,4,5,-1,-8,-4,-2,1
COc1ccc2c(Cl)c(-c3nnc(SCC(N)=O)n3C)sc2c1,-2,9,0,4,6,-4,5,0,-2,1
COCCNC(=S)N/N=C/c1ccc2c(c1)OCCO2,6,1,1,5,5,1,2,-3,3,2
O=C(COC(=O)c1cccc(F)c1)Nc1ccc2c(c1)OCCO2,-2,1,-1,15,0,-4,-3,-1,-1,2
COc1ccc(S(=O)(=O)N(C)c2ccc(OCC(=O)Nc3cc(C)on3)cc2)cc1,-8,-11,4,-5,-10,1,1,-3,0,4
O=C(NCc1cccs1)c1cccc2c(-c3cccnc3)coc12,14,-12,0,1,x,7,2,2,1,5
Cc1nnc2sc(SCc3ccccc3Cl)nn2c1=O,3,6,0,0,4,3,-2,0,0,1
COc1ccc(S(=O)(=O)Nc2ccc3c(c2)C(=O)N([C@@H](C)CO)C[C@@H](C)[C@H](CN(C)S(=O)(=O)c2ccc(F)cc2)OCCCC[C@H](C)O3)cc1,-6,1,-2,-7,-18,4,-15,12,7,9
Cc1csc2sc(-c3ccnc(SCC(=O)NCc4ccccc4)n3)c(C)c12,-1,6,2,-15,-67,-5,-12,6,3,4
COc1cc(OC)cc(-c2nnc(NC(=O)CCS(=O)(=O)c3ccc(F)cc3)o2)c1,-19,-4,1,-2,6,-2,-2,17,-5,-5
N#CC1=C(N)SC(N)=C(C#N)C1c1cccc(O)c1,10,-16,-4,-14,-3,1,2,7,-10,0
COc1ccc(C(=O)NNC(=O)CCC(=O)Nc2cc(C)on2)cc1,7,1,-1,1,2,3,1,-2,-1,3
O=C(O)c1ccc(Cl)c(S(=O)(=O)Nc2ccc(S(=O)(=O)Nc3cccc(Cl)c3)cc2)c1,14,4,0,-39,-27,7,-22,31,0,1
O=C(Nc1nc2ccccc2[nH]1)c1ccc(OC(F)F)cc1,-1,-10,2,-12,-9,-5,-1,1,4,7
O=C(COC(=O)c1cccc(S(=O)(=O)NCc2ccccc2)c1)c1ccccc1,-2,8,-1,-1,-42,5,-20,-2,0,-3
Cc1ccc(S(=O)(=O)N[C@@H](CC(C)C)C(=O)N2CCC(C(=O)N[C@H](C(=O)O)C(C)C)CC2)cc1,4,1,0,-10,0,1,-1,3,-6,1
CSc1nc2[nH]c3c(c2c2ncnn12)CCCC3,-4,-5,-5,-2,4,4,-1,-1,0,-1
Cc1nc(Nc2ccccc2)sc1-c1ccccc1,-4,-2,2,13,19,0,29,4,0,4
O=S(=O)(Nc1nc2ccccc2nc1Cl)c1cccc(C(F)(F)F)c1,5,2,1,1,-16,6,-11,42*,-2,-3
CSc1ccc(Cl)c(C(=O)OCC(=O)N2CC(C)OC(C)C2)c1 (stereo unspecified),-3,8,0,1,7,1,-1,4,-6,-4
